Source: PubChem (The Scripps Research Institute Molecular Screening Center)
CHRM1 agonist: activates human CHRM1 receptor | actives 0.33% (n = 360,000) | activation, % at 3 µM | AID 588814 | CHO-K1 hM1, Fluo-8 calcium fluorescence, agonist mode; 0% DMSO, 100% acetylcholine EC100;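 active means activation above the run's mean compound activation plus 3 SD, cut at about 16% in these data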;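 further: peak over basal fluorescence ratio within a 140 s kinetic read after compound addition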
M1 antag: blocks human M1 muscarinic receptor; P11229; inhibition, % at 3 µM; CHO-K1 hM1, Fluo-8 calcium fluorescence, ACh EC80 antagonist; actives 1.3% (n = 360,000);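 active means percent inhibition above its own plate's cutoff, namely the mean of that plate's compound wells plus 3 SD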;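 further: peak over basal fluorescence ratio during 140 s after agonist addition; 0% = ACh EC80 plus DMSO and 100% = DMSO alone without agonist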
M4 antag: CHRM4 antagonism in calcium assay; CHO-hM4 cells, ACh EC80, Fluo-8 calcium fluorescence; inhibition, % at 3 µM; actives 0.73% (n = 360,000);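 active means inhibition above its plate's cutoff, the mean inhibition of sample wells plus 3 SD, cut at about 27% in these data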;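 further: 0% = acetylcholine EC80 with DMSO and 100% = DMSO without agonist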
Target sequence (P08173 whole entry, looked up): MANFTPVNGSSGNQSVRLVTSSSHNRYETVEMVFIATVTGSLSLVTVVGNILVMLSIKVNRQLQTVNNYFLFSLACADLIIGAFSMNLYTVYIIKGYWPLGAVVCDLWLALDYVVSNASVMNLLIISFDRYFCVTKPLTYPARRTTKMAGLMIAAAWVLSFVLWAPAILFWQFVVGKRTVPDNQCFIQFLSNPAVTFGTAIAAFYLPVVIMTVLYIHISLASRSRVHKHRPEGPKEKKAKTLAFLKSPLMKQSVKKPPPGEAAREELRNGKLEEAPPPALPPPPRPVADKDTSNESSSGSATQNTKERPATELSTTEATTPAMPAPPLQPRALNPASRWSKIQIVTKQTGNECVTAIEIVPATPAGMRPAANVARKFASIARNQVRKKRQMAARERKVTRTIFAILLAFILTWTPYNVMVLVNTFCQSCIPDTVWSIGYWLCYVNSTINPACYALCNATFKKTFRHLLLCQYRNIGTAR
M5 antag: CHRM5 antagonism in calcium assay. CHO-hM5 cells, Fluo-8 calcium fluorescence, ACh EC80. inhibition, % at 3 µM. actives 0.59% (n = 360,000). AID 624040;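 active means inhibition above a per-plate cutoff, the mean of that plate's test compounds plus 3 SD, cut at about 27% in these data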;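 further: 0% = acetylcholine EC80 with DMSO and 100% = DMSO without agonist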
TAAR1 ag: human TAAR1 agonism; activation, % at 3 µM; CHO RD-HGA16 TAAR1, Fluo-8 calcium fluorescence; vehicle wells 0%, saturating PEA agonist 100%; actives 0.99% (n = 360,000);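 active means activation above the mean activation of all test compounds in the run plus 3 SD, cut at about 38% in these data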
Target sequence (Q96RJ0 whole entry, looked up): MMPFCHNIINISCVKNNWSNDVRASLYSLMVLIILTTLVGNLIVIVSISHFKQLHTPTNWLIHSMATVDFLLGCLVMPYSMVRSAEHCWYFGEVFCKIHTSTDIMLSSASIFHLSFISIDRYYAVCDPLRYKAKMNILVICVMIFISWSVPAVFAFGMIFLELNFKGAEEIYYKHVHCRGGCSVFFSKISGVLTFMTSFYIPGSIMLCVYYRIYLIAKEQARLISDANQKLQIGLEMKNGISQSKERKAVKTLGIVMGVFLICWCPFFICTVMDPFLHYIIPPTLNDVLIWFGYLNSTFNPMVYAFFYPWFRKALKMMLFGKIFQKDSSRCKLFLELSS
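Test system: RD-HGA16 (CHO) cells co-expressing Gα16 and hTAAR1 / Benchmarks: DMSO vehicle as 0%, PEA at EC100 as 100% / Repeats: no replicates (n 1) / Measure: % activation from peak over basal fluorescence ratio, DMSO-to-PEA scaled / Timing: 17-24 h plating, Fluo-8 75 min 37 °C, 30 min RT / Technique: kinetic Fluo-8 calcium fluorescence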
M1 PAM: positive allosteric modulators of human M1 muscarinic receptor | CHO-K1 hM1, Fluo-8 calcium fluorescence, ACh EC20; 0% = ACh EC20, 100% = maximal ACh | activation, % at 3 µM | P11229 | actives 0.088% (n = 360,000); in the data active means activation above about 19%, passing the limit was not always enough
CHRM4 agonist: CHRM4 agonism in calcium assay. P08173. CHO-K1 hM4/Gqi5, Fluo-8 calcium fluorescence; vehicle 0%, full acetylcholine response 100%. activation, % at 3 µM. actives 0.14% (n = 360,000). AID 624127;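 active means activation above the run mean over all test wells plus 3 SD, cut at about 32% in these data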;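 further: peak over basal fluorescence ratio per well then scaled between controls; 0% = DMSO wells and 100% = acetylcholine at EC100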
M5 PAM: positive allosteric modulators of human muscarinic M5 receptor; AID 624038; CHO-K1 hM5, Fluo-8 calcium, ACh EC20 PAM; 0% = ACh EC20, 100% = ACh EC100; actives 0.3% (n = 360,000); activation, % at 3 µM;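 active means activation above the run cutoff, the mean activation of all test compounds plus 3 SD, cut at about 18% in these data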
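Probe or stimulus: acetylcholine, EC20 level; Assay system: human M5 receptor in CHO-K1 cells; Schedule: compound preincubation 140 s before EC20 acetylcholine addition; Technique: intracellular calcium via Fluo-8 fluorescence; Dosing: single-point, 3 µM nominal; Read-out basis: percent activation from peak-over-basal fluorescence ratio, scaled EC20-to-EC100 acetylcholine; Repeats: one well per compound, no replicates.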
CHRM5 agonist: CHRM5 agonism in calcium assay; actives 0.19% (n = 360,000); AID 624037; activation, % at 3 µM; CHO-K1 hM5 cells, Fluo-8 calcium fluorescence; 0% DMSO wells, 100% maximal acetylcholine response;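 active means activation above the run's mean over test compounds plus 3 SD, cut at about 23% in these data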;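 further: signal is peak over basal fluorescence ratio across the kinetic read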
Starred values were filed as active, the others as inactive; . = not tested or not shown.

Every second line gives: CHRM1 agonist, M1 antag, M4 antag, M5 antag, TAAR1 ag, M1 PAM, CHRM4 agonist, M5 PAM, CHRM5 agonist
1: CCCCN1CCc2c(c3ccccc3n2Cc2ccccc2)C1
 : -10, 2, -12, 4, 4, -8, 2, -15, -5
2: Cc1c(NC(=S)NC(NC(=O)C(C)C)C(Cl)(Cl)Cl)c(=O)n(-c2ccccc2)n1C (stereo unspecified)
 : -5, -13, 9, -4, -1, 7, 0, 4, -1
3: CC(C)Cn1c(SCC(N)=O)nnc1-c1cccc(S(=O)(=O)N2CCOCC2)c1
 : -3, -2, 1, 7, 3, 3, 3, 5, 1
4: Cc1cccc(Nc2ncnc3onc(-c4ccc(F)cc4)c23)c1C
 : -10, 3, -3, 12, 13, -3, -2, 0, -1
5: CCCS(=O)(=O)NC(=O)C1(C)CCN(C(=O)c2cc(C)nn2C(C)(C)C)C1 (stereo unspecified)
 : -2, -7, 6, 5, 1, 6, 0, 1, -1
6: CCc1ccccc1N(C(=O)c1snc(C(N)=O)c1N)C(C(=O)NCC1CCCO1)c1c[nH]c2ccccc12 (stereo unspecified)
 : -3, -2, -4, 14, 8, 5, 3, -4, 0
7: CCCN(CC(=O)Nc1ccccc1C)C(=O)C1CC(=O)N(c2ccc(CC)cc2)C1 (stereo unspecified)
 : -2, -4, -9, -9, -1, 5, 2, 3, 2
8: Cc1cc2c(cc1C)NC(=O)CC(C(F)(F)C(F)(F)C(F)(F)F)=N2
 : 0, 6, -6, -2, 0, 0, 0, 1, -7
9: Nc1ccc(Nc2ccccc2N)cc1
 : -4, 0, 9, 14, 1, -2, 1, -10, 0
10: O=C(NCc1cccnc1)C(=O)NC1CCCCC1
 : -7, -12, 4, -11, 6, 15, 1, 9, -1

Following part
Every second line gives: CHRM1 agonist, M1 antag, M4 antag, M5 antag, TAAR1 ag, M1 PAM, CHRM4 agonist, M5 PAM, CHRM5 agonist
11: N#C/C=C/N1CCN(C(=O)c2ccco2)CC1
 : -2, -8, 3, 3, 41*, 7, 1, -16, 4
12: Cn1c(CN2CCCCC2)nc2cc(NS(=O)(=O)c3ccc(Cl)cc3)ccc21
 : 15, -7, 1, 0, 70*, 2, 43*, -6, 19
13: COc1ccc(/C=C(/NC(=O)c2ccco2)C(=O)Nc2cccc(C(=O)O)c2)cc1
 : -2, -5, -6, 10, 3, 5, 2, -2, -3
14: COc1ccc(C(N)CCc2ccco2)cc1 (stereo unspecified)
 : -3, -13, 7, -1, 18, 5, 2, 5, -4
15: CCC1CCC/C1=N\NC(=O)c1cc(C)[nH]n1 (stereo unspecified)
 : -2, -8, -12, 0, -1, 5, 1, 2, 3
16: CC(C)C(C(=O)NCC1CCCO1)N(Cc1ccccc1)C(=O)CNS(=O)(=O)c1ccccc1 (stereo unspecified)
 : 0, -20, -6, -3, -4, 15, 1, 8, 0
17: O=C(c1cc2ccccc2o1)N1CCCCCC1
 : -6, -26, 11, -1, 11, 5, 0, 1, -7
18: COc1cc(CNCc2cccnc2)ccc1OCc1ccccc1
 : -8, 6, 2, 8, 0, -3, 2, -4, -14
19: COc1cccc(C(=O)Oc2ccc(/C=N/Nc3ccc(C(=O)O)cc3)cc2OC)c1
 : 0, 14, 6, 6, 23, -9, 8, -6, 2
20: Cc1ccc(NC(=O)COC(=O)CN2C(=O)C3CCCCC3C2=O)cc1S(=O)(=O)N1CCOCC1 (stereo unspecified)
 : -1, -11, 1, -2, 4, 11, 7, -5, 2

Remaining list, next part:
Every second line gives: CHRM1 agonist, M1 antag, M4 antag, M5 antag, TAAR1 ag, M1 PAM, CHRM4 agonist, M5 PAM, CHRM5 agonist
21: C[C@@H]1C(c2ccc(F)cc2)=NN(c2ccc(Br)cc2)[C@H]1C(=O)N1CCOC1=O
 : -4, -3, 3, -7, 1, -2, 1, 1, 2
22: O=C(Cn1c(C(F)(F)F)nc2ccccc21)OCC(=O)c1c[nH]c2ccccc12
 : 1, 2, 6, 10, 13, 0, 9, -10, 2
23: CCCCC1=CC2=C(c3ccco3)C(=O)C(C)(OC(=O)c3ccc(OC)cc3)C(=O)C2=CN1CCOC (stereo unspecified)
 : -6, -7, -4, 2, 9, 10, 8, -2, 5
24: CC(=O)c1ccc(NC(=O)CSc2nnc(-c3ccncc3)n2C2CC2)cc1
 : -5, 6, -7, 9, 9, -2, 1, -10, 4
25: NC(=O)c1cnn2c(C(F)(F)F)cc(-c3ccccc3)nc12
 : -3, -20, -14, -5, 5, 3, 5, -1, -1
26: CC(=O)c1ccc(OCCCC(=O)Nc2cccc(S(=O)(=O)N(C)C)c2)cc1
 : 1, -1, -8, 6, 5, 7, 5, -6, 4
27: Cc1cc(C)nc(N2CCCC(C(=O)NC3CC3)C2)n1 (stereo unspecified)
 : -3, 2, 1, 14, 4, -3, -1, 0, -2
28: Cc1cc(NC(=O)COC(=O)c2ccc(S(=O)(=O)N3CCCc4ccccc43)cc2)no1
 : -5, -25, -2, 12, 8, -3, 3, 3, -2
29: C=CCSC1=C(C#N)C(c2ccc(OCC)cc2)CC(=O)N1 (stereo unspecified)
 : -10, -8, 3, 1, -1, 10, 0, 0, -2
30: O=C(O/N=C1\CCS(=O)(=O)c2sccc21)c1ccc(F)cc1
 : -4, 3, 0, -3, 9, -3, 1, 1, -1

Further structures.
Every second line gives: CHRM1 agonist, M1 antag, M4 antag, M5 antag, TAAR1 ag, M1 PAM, CHRM4 agonist, M5 PAM, CHRM5 agonist
31: Cc1cc(C)cc(OCCN2CCOCC2)c1
 : -8, -10, -11, 11, 7, 4, 0, -5, 2
32: CCOC(=O)CCc1c(C)c(C#N)c2[nH]c3ccccc3n2c1=O
 : 1, -17, -11, 4, 13, 0, 4, 3, 2
33: O=C(Nc1nccs1)C1CCCN1/C=C/C(=O)C(F)(F)F (stereo unspecified)
 : -1, -5, 11, 8, 1, 11, 0, -1, -5
34: CC1(C)CC2(CCO1)OC(=O)CC2C(=O)Nc1c(Cl)cccc1Cl (stereo unspecified)
 : -3, -13, -8, -7, 5, 7, 0, 8, -4
35: COC(=O)c1sccc1S(=O)(=O)Nc1ccc(N2CCCCC2)cc1
 : -3, 5, -8, 15, 4, -14, 5, -5, -2
36: COc1ccc(NC(=O)CC(c2ccc(F)cc2)c2ccc(OC(C)C)cc2)cc1 (stereo unspecified)
 : -7, 4, -16, 5, 5, -7, 2, -12, -4
37: CCOC(=O)c1c(C)[nH]c(C(=O)OC(C)C(=O)NC2(C#N)CCCCC2)c1C (stereo unspecified)
 : -2, -11, 2, 2, 5, 4, 6, -1, 1
38: COc1cc(NC(=O)C2COc3ccccc3O2)c(OC)cc1Cl (stereo unspecified)
 : -6, -26, -3, -6, 9, -2, 1, -7, -6
39: CNC(=O)C1=C(C)Nc2nc3ccccc3n2C1c1ccc(F)cc1 (stereo unspecified)
 : -3, -12, -3, 4, 0, 12, 1, 9, 1
40: Cc1cc(C(=O)CSc2nnc(N)s2)c(C)n1Cc1cccs1
 : 9, -7, -12, 19, 6, 12, 4, -9, 2

Looked up by compound from above (three):
Every second line gives: CHRM1 agonist, M1 antag, M4 antag, M5 antag, TAAR1 ag, M1 PAM, CHRM4 agonist, M5 PAM, CHRM5 agonist
37: CCOC(=O)c1c(C)[nH]c(C(=O)OC(C)C(=O)NC2(C#N)CCCCC2)c1C (stereo unspecified)
 : -2, -11, 2, 2, 5, 4, 6, -1, 1
39: CNC(=O)C1=C(C)Nc2nc3ccccc3n2C1c1ccc(F)cc1 (stereo unspecified)
 : -3, -12, -3, 4, 0, 12, 1, 9, 1
36: COc1ccc(NC(=O)CC(c2ccc(F)cc2)c2ccc(OC(C)C)cc2)cc1 (stereo unspecified)
 : -7, 4, -16, 5, 5, -7, 2, -12, -4

Further records:
Every second line gives: CHRM1 agonist, M1 antag, M4 antag, M5 antag, TAAR1 ag, M1 PAM, CHRM4 agonist, M5 PAM, CHRM5 agonist
41: CC(C)(C)c1ccc(C(=O)NCC(=O)NNC(=O)c2ccccc2O)cc1
 : -1, 4, -8, 1, 1, -5, 0, 1, 5
42: COc1cccc2cc(-c3nnc(SCC(=O)Nc4nc(C)cs4)n3C)oc12
 : -2, 1, -3, 8, 11, 4, 8, -6, 2
43: CCCn1nnnc1NCc1ccc(CC)cc1
 : -4, -17, 6, 6, -1, 11, 0, -4, -3
44: CNC(=S)N/N=C/c1ccc(C(C)C)cc1
 : -7, -25, -11, 0, 18, -2, -1, 3, -7
45: COc1ccc(OC)c2sc(N(CCCN(C)C)C(=O)CCS(=O)(=O)c3ccccc3)nc12
 : -5, -4, 0, 4, 3, 14, 2, 0, -5
46: Cc1cc(C)c2c(n1)SCC(=O)N2CC(=O)Nc1ccc(C)c(C)c1
 : -4, -10, -4, -1, 0, 6, 0, -1, 1
47: O=[N+]([O-])c1cc(-c2cnc3ccccc3n2)ccc1Oc1ccc(F)cc1
 : -6, 6, -7, 0, 17, 3, 1, 0, 1
48: O=C1CC(C(=O)Nc2ccc(Cl)cc2[N+](=O)[O-])C2(CCCCC2)O1 (stereo unspecified)
 : -1, -8, -2, 7, 3, 3, 1, -2, 0
49: CC(Oc1ccccc1)C(=O)N=Nc1c(O)[nH]c2ccc(Br)cc12 (stereo unspecified)
 : -2, 25, -3, 1, 2, -7, 0, -4, 4
50: CC(C)(C)NC(=O)CSc1nc(Cc2ccccc2)nc2ccccc12
 : -3, -9, 3, 2, 15, 5, -1, -2, -1

(more compounds)
Every second line gives: CHRM1 agonist, M1 antag, M4 antag, M5 antag, TAAR1 ag, M1 PAM, CHRM4 agonist, M5 PAM, CHRM5 agonist
51: O=C(COc1ccc(Cl)cc1)NCCSCc1ccccc1Cl
 : -7, -3, -5, 3, 1, 5, 0, 0, -4
52: CCN(Cc1ccccc1)C(=O)COc1ccccc1
 : -3, -13, -8, -9, -4, 6, 0, 12, -2
53: CCOC(=O)N1CCN(C(=O)c2cc(Cl)c(Cl)cc2C(=O)O)CC1
 : 32*, -8, -5, -3, ., 5, 1, 1, 12
54: COc1ccc(Cn2cc(F)c(=O)n(CCC(C)C)c2=O)cc1[N+](=O)[O-]
 : -4, 4, -17, -6, 13, 6, 8, 0, 2
55: COc1ccc(N(CC(=O)N2CCN(Cc3ccccc3)CC2)S(C)(=O)=O)c(OC)c1
 : -2, 4, 6, 7, 1, -4, 0, -5, -2
56: O=C(c1cccc(-c2ccccc2F)c1)N1CC[C@@H](N2CCC(O)CC2)[C@H](O)C1
 : -4, -1, 11, 9, 2, 1, 1, -8, -4
57: O=C(c1ccc(F)cc1)c1c[nH]c(C(=O)NCCCN2CCOCC2)c1
 : -4, -3, 13, 9, 5, 6, 1, -3, -3
58: COc1cc(NC(=S)NC(=O)c2ccc(C(C)(C)C)cc2)ccc1NC(=O)c1cccs1
 : -6, -5, -2, -2, 3, 8, 1, 3, -1
59: CCn1c(SCC(=O)Nc2cc(OC)ccc2OC)nnc1C1CCCCC1
 : -4, 0, -15, 2, 5, 5, 3, -5, 3

Not all compounds are listed (hit frequency here may not be typical).
